# Assay outcomes as filed in PubChem BioAssay.
# RAD54 branch – blocks human RAD54 Holliday junction branch migration. Q92698. FAM/BHQ fluorescence. inhibition, % at 10.4 µM. 0.14% of 360,000 active. AID 602329;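 active = mean normalized replicate activity at least 40 and at least half of replicates scoring 40 or more; inconclusive = only one of the two criteria met; inactive = mean below 40 and under half of replicates reaching 40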;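 also: 0% = median of neutral control wells and 100% = median of positive control wells; inhibitors cause a drop in the FAM fluorescence signal; in these data hits start at about 50%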
# E-sel inducer – E-selectin induction on HUVECs. 0.37% of 260,000 active. P16581. HUVEC E-selectin immunofluorescence imaging; normalized: neutral wells 0, TNF-alpha wells 100. AID 686992. activation, % at 7.58 µM;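 active = mean E-selectin-positive cell signal at least 10% of the positive control, reached in at least 60% of replicates, without over 20% cell loss; inconclusive = no rule given, readout overlaps actives, possibly toxicity-flagged; inactive = the rest, including those meeting only one limit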;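 also: in these data hits start at about 27%; measured in HUVEC primary endothelial cells; signal is the percent of cells scored E-selectin positive by PE staining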
# Target sequence (P16581 whole entry, looked up): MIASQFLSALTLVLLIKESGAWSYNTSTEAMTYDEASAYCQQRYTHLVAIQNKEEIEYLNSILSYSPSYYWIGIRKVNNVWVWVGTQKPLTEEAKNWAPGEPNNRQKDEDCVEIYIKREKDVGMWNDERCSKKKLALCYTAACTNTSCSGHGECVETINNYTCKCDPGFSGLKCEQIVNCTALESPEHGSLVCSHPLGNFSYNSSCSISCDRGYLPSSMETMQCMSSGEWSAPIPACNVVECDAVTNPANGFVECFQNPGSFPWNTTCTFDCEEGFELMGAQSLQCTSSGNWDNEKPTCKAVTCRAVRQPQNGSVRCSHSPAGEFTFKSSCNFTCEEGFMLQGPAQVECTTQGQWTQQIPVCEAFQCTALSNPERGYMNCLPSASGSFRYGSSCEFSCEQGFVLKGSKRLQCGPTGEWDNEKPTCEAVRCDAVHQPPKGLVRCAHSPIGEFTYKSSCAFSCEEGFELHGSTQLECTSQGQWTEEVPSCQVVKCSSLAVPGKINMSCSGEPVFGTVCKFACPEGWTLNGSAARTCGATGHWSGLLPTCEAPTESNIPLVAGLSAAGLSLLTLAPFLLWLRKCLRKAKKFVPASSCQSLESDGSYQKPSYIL
#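 Assay system: HUVEC primary endothelial cells. Input: 3,000 HUVEC seeded per well. Doses: one compound dose added by pin transfer. Read-out basis: % PE-positive cells. Benchmarks: TNF-alpha high, DMSO low. Detection: immunofluorescence imaging. Buffer or medium: EGM-2, gelatin.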
# EWS-Fli inh – EWS/Fli transcriptional activity inhibition | A673 NR0B1-luciferase reporter, viability-normalised | inhibition, % at 12.6 µM | 0.67% of 350,000 active | AID 651661;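 active = mean inhibition of at least 50% after viability correction, with every replicate also passing that limit; inconclusive = mean reaches 50% but only one of two replicates passes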;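 also: firefly luciferase signal divided by Alamar Blue viability fluorescence both relative to DMSO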
# RAD52 inh – blocks human RAD52 DNA annealing; 0.46% of 360,000 active; recombinant RAD52 DNA annealing, FRET fluorescence; P43351; AID 651710; inhibition, % at 18.7 µM;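 active = every replicate showing at least 50% inhibition; inconclusive = mean inhibition at least 50% but not in every replicate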
# Target sequence (P43351 whole entry, looked up): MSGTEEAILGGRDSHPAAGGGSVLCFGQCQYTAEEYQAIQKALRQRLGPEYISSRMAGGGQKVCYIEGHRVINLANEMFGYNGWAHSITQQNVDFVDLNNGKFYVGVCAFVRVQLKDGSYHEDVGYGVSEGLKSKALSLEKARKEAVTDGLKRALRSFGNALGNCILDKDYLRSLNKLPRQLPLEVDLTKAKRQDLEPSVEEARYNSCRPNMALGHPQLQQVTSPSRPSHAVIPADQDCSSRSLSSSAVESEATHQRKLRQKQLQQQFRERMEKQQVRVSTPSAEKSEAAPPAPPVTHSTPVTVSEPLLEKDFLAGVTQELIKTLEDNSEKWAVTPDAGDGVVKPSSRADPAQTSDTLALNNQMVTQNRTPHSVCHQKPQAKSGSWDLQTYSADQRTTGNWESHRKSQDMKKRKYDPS
# XiGFP reactiv – reactivates the inactive X chromosome in mouse fibroblasts. activation, % at 7.58 µM. XiGFP mouse fibroblasts, % GFP-positive cells imaging, 3 d; cells co-treated with 5-aza-dC sensitizer; scaled so ellipticine positive control = 100%. 0.055% of 360,000 active;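 active = mean normalized replicate activation at least 10% and every replicate at or above 10%; inconclusive = only one of the two criteria met; inactive = mean below 10% and not all replicates reach 10%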;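 also: 0% = median of on-plate neutral control wells and 100% = ellipticine 6 µM median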
#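 Material: SV40-immortalized XiGFP fibroblast cells, line 68-5-11 | Buffer or medium: DMEM containing 5-aza-dC | Dosing: One concentration, pinned | Times: 3 d treatment, 15 min room-temperature fixation | Controls: Ellipticine 6 µM positive control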
# esBAF inh – blocks esBAF chromatin remodeling in mouse ES cells. Bmi1-luciferase knock-in reporter, 24 h; 100% = twice the neutral-well signal. reporter increase, % at 12.5 µM. 2% of 350,000 active; in the data active = activation above about 40%; inconclusive = no clear call, values can overlap the other calls;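 also: 0% = median of the plate's neutral control wells and 100% = double that signal; a rise in the Bmi1 reporter signal indicates esBAF inhibition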
# FN deposit inh – fibronectin deposition inhibition. AH1F fibroblasts, Alexa488-fibronectin deposition fluorescence, overnight. inhibition, % at 12.6 µM. 0.086% of 350,000 active. AID 743247;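 active = mean inhibition across replicates of 30% or more, regardless of how many single replicates reach that level; inconclusive = mean under 30% yet at least half of replicates reach 30%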;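 also: positive control wells lacked labelled fibronectin entirely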
#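 Test system: AH1F fibroblast monolayer depositing Alexa488-labelled fibronectin into matrix. Input: 10000 cells per well. Technique: fluorescence, ex 485 nm, em 525 nm. Buffer or medium: DMEM plus 2% serum, read in PBS. Timing: 1 h cell adhesion before compound, then overnight fibronectin incubation. Compound: single dose, pinned. Read-out basis: inhibition from reduced deposited-fibronectin fluorescence.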
# S100A4 inh HTS – blocks human S100A4 binding to myosin IIA peptide; P26447; S100A4/TAMRA-MyoIIA peptide fluorescence polarization; inhibition, % at 10.7 µM; 0.14% of 360,000 active;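 active = mean inhibition of at least 70% across replicates, with every replicate also reaching that level; inconclusive = mean inhibition reaches 70% but some replicates fall short; inactive = mean inhibition below 70%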
#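 Material: S100A4 monomer protein / Buffer or medium: 50 mM HEPES pH 7.2, 10 mM CaCl2, 100 mM KCl / Times: 5 min incubation before reading / Benchmarks: neutral control DMSO, positive control TFP / Reagent: labelled myosin peptide probe, 5 nM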
# Numbers without * were called inactive; u = inconclusive; x = no result given; & = joins results of further samples.
SMILES,RAD54 branch,E-sel inducer,EWS-Fli inh,RAD52 inh,XiGFP reactiv,esBAF inh,FN deposit inh,S100A4 inh HTS
COCC(=O)Nc1ccc2c(c1)[C@H]1C[C@@H](CC(=O)NCc3ccc(OC)cc3)O[C@H](CO)[C@H]1O2,7,0.6,2,-12,0.0,-3,12,21
O=C(c1ccncc1)N1CCN(S(=O)(=O)c2ccccc2F)CC1,x,-0.3,-15,5,0.0,1,1,-6
CNC(=S)N1CCc2sccc2C1C (configuration not stated),x,2.5,12,-4,0.0,x,3,0
COc1cccc(CNC(=O)c2cc(=O)[nH]c3ccc(S(=O)(=O)N4CCOCC4)cc23)c1,3,x,3,3,0.0,-7,-1,28
CC1CCCCN1C(=O)CNCC1CCCO1 (configuration not stated),x,x,2,-2,-0.2,x,-1,0
O=C(Nc1ccncc1)c1ccc(Cl)c([N+](=O)[O-])c1,1,0.1,14,-3,0.1,13,3,1
C[C@H](CO)N1C[C@H](C)[C@@H](CN(C)S(=O)(=O)c2cccc(C#N)c2)OCc2cn(nn2)CCCC1=O,-4,0.0&0.6,-1&0,-15&-3,0.2&0.1,5,0&7,0&-5
CC1(C)OC(=O)C2=C(CC(CCc3ccccc3)OC2c2ccc(Cl)cc2)O1 (configuration not stated),x,-0.2,9,-7,-0.1,x,-16,-3
Oc1ccc(/C=N/n2c(C3CCCCC3)n[nH]c2=S)c(O)c1,11,0.1,7,-10,-0.1,-5,4,-5
CC1=C(C(=O)Nc2ccccc2C(=O)N2CCN(c3ccccc3)CC2)SCCO1,-12,0.0,8,-12,-0.1,3,10,-1
O=C(C[C@H]1CC[C@@H]2[C@H](COC[C@@H](O)CN2Cc2cccc(-c3ccncc3)c2)O1)N1CCN(c2ccccc2)CC1,-8,0.0,5,-2,-0.2,21,6,-11
COCCNC(=O)C[C@@H]1C[C@H]2c3cc(NC(=O)c4ccc5c(c4)OCO5)ccc3O[C@H]2[C@@H](CO)O1,1,-0.1,-23,-6,0.0,1,x,14
CCN(CC)S(=O)(=O)c1ccc(N/N=C/c2cccnc2)nc1,-11,-1.3,1,-6,0.5,x,0,-11
CCC(=O)Nc1ccc2c(c1)C(=O)N(C)[C@@H]1CC[C@H](CC(=O)NC3CCCC3)O[C@H]1CO2,-8,0.0,16,6,0.4,-3,x,-2
CO[C@H]1CN(C)C(=O)c2cc(NC(=O)c3ccc4c(c3)OCO4)ccc2OC[C@H](C)N(CCC(F)(F)F)C[C@H]1C,3,-0.3,-3,0,-0.1,8,-2,15
Cn1ccnc1SCC(=O)Nc1ccc2c(c1)OCO2,x,x,-19,-6,-0.1,x,-5,8
Cc1cccc(-n2ncc3c(NCc4ccccc4)ncnc32)c1,5,1.4,16,-9,0.0,22,17,57
O=C(O)c1cc(-c2ccc(Cl)cc2)n(-c2ccc(Cl)cc2)n1,x,x,-9,-14,0.0,x,3,8
CCS(=O)(=O)c1nc(S(=O)(=O)c2ccc(C)cc2)c(N2CCCC(C)C2)s1 (configuration not stated),2,x,x,-4,0.0,2,1,-8
CC(=O)c1ccc(NC(=O)c2cc(CC(C)C)on2)cc1,-2,0.7,-14,3,-0.3,35,-6,-4
CCC1=[N+](CC(=O)c2ccc(C)cc2)CCn2cccc21,2,0.1,-35,-2,0.0,43*,-21,-12
Cc1ccc2nc(C)c(C(=O)NN=C3CCN(C)CC3)n2c1,x,2.0,2,-13,0.0,x,-13,-1
CCOC(=O)c1ccc(Nc2nnc(C)c3ccccc23)cc1,2,x,-53,-32,0.4,32,2,-8
COc1ccc(S(=O)(=O)N2CCC3(CC2)OCCO3)cc1,-2,x,-5,-14,0.0,3,2,-8

# Records listed above shown as hits in esBAF inh:
molecule	RAD52 inh	esBAF inh	S100A4 inh HTS
CCC1=[N+](CC(=O)c2ccc(C)cc2)CCn2cccc21	-2	43*	-12

# Carrying on.
SMILES,RAD54 branch,E-sel inducer,EWS-Fli inh,RAD52 inh,XiGFP reactiv,esBAF inh,FN deposit inh,S100A4 inh HTS
CN1[C@@H]2c3ccc(-c4ccncc4)c(=O)n3C[C@@H]2[C@@H](CO)[C@@H]1C(=O)N1CCc2ccccc2C1,6,-1.0,4,-17,0.0,6,x,-11
CN1CCN(CCCCOc2cccc3ccccc23)CC1,0,0.3,-11,18,-0.1,-1,4,-4
[O-][N+](=Cc1ccccc1)CC1(O)CCCCC1,-2,0.0,-8,-3,0.3,0,3,-2
COc1ccc(NC(=O)Nc2ccc3c(c2)CC(=O)N([C@H](C)CO)C[C@H](C)[C@@H](CN(C)S(=O)(=O)c2ccc(OC)cc2)O3)cc1,-8,0.4,-5,-1,-0.6,2,x,-5
C[C@@H]1CN([C@H](C)CO)S(=O)(=O)c2ccc(C#CC3CCCC3)cc2O[C@H]1CN(C)C(=O)Cc1ccncc1,3,-4.5,7,-32,-0.5,4,9,-15
C=CC(COCc1ccccc1)N([C@@H](Cc1ccccc1)C(=O)OC)S(=O)(=O)c1ccccc1Br (some centres not stated),14,x,-3,-63,0.2,0,-8,0
Cc1noc(NS(=O)(=O)c2ccc(NC(=O)C34CC5CC(C3)CC(n3cnc(Br)n3)(C5)C4)cc2)c1C,-2,-0.4,3,-1,0.0,x,-3,5
COCC(=O)N1CCCCN2[C@H](C1)[C@H](c1ccc(C#Cc3ccc(OC)cc3)cc1)[C@@H]2CO,-7,0.2,x,-7,0.3,x,x,3
COc1ccc(CN(C)C(=O)c2ccc(NS(=O)(=O)c3ccc4[nH]c(=O)[nH]c4c3)cc2)c(OC)c1OC,4,x,-4,-12,-0.3,-4,1,-8
O=C(Nc1ccc(F)cc1)N[C@@H]1CC[C@@H](CCNC(=O)c2cc(Cl)cc(Cl)c2)O[C@@H]1CO,5,-0.2,-4,-19,-0.7,2,x,13
O=C(Nc1ccc(F)cc1)N[C@@H]1C=C[C@H](CC(=O)N2CCOCC2)O[C@H]1CO,-2,-0.2,5,15,-0.6,2,-3,35
O=C(c1ccco1)N1CCN(C(=O)c2ccco2)CC1,x,-0.1,0,-8,0.2,x,-2,1
CCOCCCn1c(C)nc2c[n+](CC(=O)c3ccc4ccccc4c3)cc(Br)c21,37,x,6,64*,0.0,x,5,3
O=C(NNC(=O)c1ccc2c(=O)n3c(nc2c1)CCC3)c1ccc(Cl)cc1,-2,x,-5,-8,0.0,-1,2,5
C[C@@H]1CN([C@H](C)CO)C(=O)Cc2cc(NC(=O)NC3CCCCC3)ccc2O[C@@H]1CN(C)CC1CCCCC1,-1,0.1,-6,6,-0.1,5,0,4
O=C1OCC2=C1C(c1ccc(Cl)cc1)c1cc3c(cc1O2)OCO3 (configuration not stated),x,0.3,24,-9,0.0,x,2,8
CO[C@H]1CN(C)C(=O)c2cc(NS(C)(=O)=O)ccc2OC[C@@H](C)N(Cc2cncnc2)C[C@H]1C,-13,-0.2,3,-1,0.4,-5,-4,50
Cc1cc(C(=O)N/N=C/c2cccs2)n[nH]1,21,x,-91,3,0.1,x,-2,0
Cc1ccc2c(c1)oc(=O)n2CC(=O)c1ccccc1,x,0.8,-3,-16,0.0,3,11,-4
COc1ccc(NC(=O)C(C)(C)Oc2ccc(Cl)cc2)cn1,-6,-0.4,-6,-15,-0.7,-3,x,-10
CNC[C@@H]1Oc2c(NC(=O)C3CC3)cccc2C(=O)N([C@H](C)CO)C[C@H]1C,0,1.2,8,-2,0.1,-4,x,-3
O=C(Cn1cc(C(F)(F)F)ccc1=O)N/N=C/c1ccc(F)cc1,x,x,-2,-9,-0.1,x,x,-2
CC(=O)c1c(C)n(CCO)c2ccc(O)cc12,13,x,-1,-12,x,-5,x,9
C/C(=N/NC(=O)CSc1ccccn1)c1ccc([N+](=O)[O-])cc1,0,x,-12,-12,0.1,x,9,0
CC12CC3CC(C1)CC(C(=O)NNC(=O)c1ccncc1)(C3)C2,1,x,-1,-18,0.1,-3,x,-4
CCOc1ccc(NC(=O)CSc2nncc(=O)n2N)cc1,7,x,10,-10,0.2,3,-6,2
C[C@@H]1CN([C@@H](C)CO)C(=O)c2ccccc2-c2ccccc2CO[C@@H]1CN(C)C(=O)Nc1ccc2c(c1)OCO2,0,-3.8,-52,10,u,2,-7,11
COc1ccc(S(=O)(=O)N2CN(CCc3ccc(OC)c(OC)c3)c3nc4ccccc4nc32)cc1,x,-2.1,8,-5,0.0,x,9,0
C[C@@H]1CN([C@@H](C)CO)S(=O)(=O)c2ccc(C3=CCCCC3)cc2O[C@@H]1CN(C)C(=O)c1ccccc1,-6,0.0,10,3,-1.2,-12,-1,4
Cc1cccc(C2NC(=O)c3ccccc3N2)c1 (configuration not stated),x,x,-66,-5,0.2,x,x,-1
C[C@H](CO)N1C[C@H](C)[C@H](CN(C)Cc2ccc(Cl)c(Cl)c2)Oc2ccc(NS(C)(=O)=O)cc2C1=O,2,-1.6,-2,11,0.0,-3,x,-4
C[C@H](CO)N1C[C@H](C)[C@H](CN(C)C(=O)Nc2ccc3c(c2)OCO3)Oc2c(NC(=O)Nc3ccc(C(F)(F)F)cc3)cccc2C1=O,3,0.1,-8,x,-0.5,7,x,x
COc1ccc(S(=O)(=O)Nc2cc([N+](=O)[O-])ccc2OC)cc1,-1,x,-9,-23,0.1,x,6,0
O=C(COC(=O)Cn1cnc2ccccc21)Nc1ccc(F)c(F)c1,-2,-0.2,9,-8,0.2,-7,-7,-13
Cc1cc(C)c(NC(=O)C2CC(=O)N(Cc3ccccc3)C2)c(C)c1 (configuration not stated),0,x,1,-10,0.0,3,-13,-2
CC(=O)Nc1ccc(S(=O)(=O)N(C#N)c2nc(C)cc(C)n2)cc1,-12,0.0,1,-31,0.0,-1,5,-2

# In a second layout: results already given
molecule | RAD54 branch | E-sel inducer | EWS-Fli inh | RAD52 inh | XiGFP reactiv | esBAF inh | FN deposit inh | S100A4 inh HTS
CC12CC3CC(C1)CC(C(=O)NNC(=O)c1ccncc1)(C3)C2 | 1 | x | -1 | -18 | 0.1 | -3 | x | -4
CCOc1ccc(NC(=O)CSc2nncc(=O)n2N)cc1 | 7 | x | 10 | -10 | 0.2 | 3 | -6 | 2
C[C@@H]1CN([C@@H](C)CO)C(=O)c2ccccc2-c2ccccc2CO[C@@H]1CN(C)C(=O)Nc1ccc2c(c1)OCO2 | 0 | -3.8 | -52 | 10 | u | 2 | -7 | 11
COc1ccc(S(=O)(=O)N2CN(CCc3ccc(OC)c(OC)c3)c3nc4ccccc4nc32)cc1 | x | -2.1 | 8 | -5 | 0.0 | x | 9 | 0
C[C@@H]1CN([C@@H](C)CO)S(=O)(=O)c2ccc(C3=CCCCC3)cc2O[C@@H]1CN(C)C(=O)c1ccccc1 | -6 | 0.0 | 10 | 3 | -1.2 | -12 | -1 | 4
